Source: PubChem BioAssay (several laboratories)
CAL PDZ FP-1 = blocks peptide binding to the human CAL PDZ domain; purified CAL PDZ, TMR-peptide fluorescence polarization, 1 h; Q9HD26; AID 602252; inhibition, % at 24.9 µM; hit rate 0.92% among 300,000;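 active means mean inhibition of at least 30% with at least half of replicates also reaching 30%; inconclusive means no clear call, values can overlap the other calls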;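 further: 0% = DMSO neutral control and 100% = excess unlabeled competitor peptide PRC23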
CAL PDZ FP-2 = blocks peptide binding to human CAL PDZ domain. Q9HD26. purified CAL PDZ, TMR-peptide fluorescence polarization, 1 h. inhibition, % at 20 µM. hit rate 0.02% among 330,000. AID 504414;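 active means highest replicate inhibition of at least 40%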;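 further: plate controls were DMSO neutral control wells for no effect and unlabeled competitor peptide control wells for full effect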
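System: purified tagged CAL PDZ domain construct (CerCALP). Schedule: 1 h incubation at room temperature before polarization reading. Medium: 25 mM sodium phosphate pH 7.4, 150 mM NaCl, TCEP, IgG, Thesit. Read-out: percent inhibition from loss of millipolarization. Measured by: FP readout, S and P plane fluorescence. Probe or stimulus: fluorescent TMR peptide probe.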
SR-BI HDL uptake = blocks mouse SR-BI lipid uptake from DiI-HDL; Q61009; ldlA[mSR-BI] CHO cells, DiI-HDL uptake fluorescence, 3 h; inhibition, % at 12.5 µM; hit rate 0.96% among 320,000;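 active means mean replicate inhibition of at least 70% and a set share of replicates each scoring 70 or more; inconclusive means meets just one of the two criteria; inactive means fails both criteria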;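 further: 0% = median of neutral control wells and 100% = median of positive control wells; values of inactives mirror those of a sister screen read the other way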
Target sequence (Q61009 whole entry, looked up): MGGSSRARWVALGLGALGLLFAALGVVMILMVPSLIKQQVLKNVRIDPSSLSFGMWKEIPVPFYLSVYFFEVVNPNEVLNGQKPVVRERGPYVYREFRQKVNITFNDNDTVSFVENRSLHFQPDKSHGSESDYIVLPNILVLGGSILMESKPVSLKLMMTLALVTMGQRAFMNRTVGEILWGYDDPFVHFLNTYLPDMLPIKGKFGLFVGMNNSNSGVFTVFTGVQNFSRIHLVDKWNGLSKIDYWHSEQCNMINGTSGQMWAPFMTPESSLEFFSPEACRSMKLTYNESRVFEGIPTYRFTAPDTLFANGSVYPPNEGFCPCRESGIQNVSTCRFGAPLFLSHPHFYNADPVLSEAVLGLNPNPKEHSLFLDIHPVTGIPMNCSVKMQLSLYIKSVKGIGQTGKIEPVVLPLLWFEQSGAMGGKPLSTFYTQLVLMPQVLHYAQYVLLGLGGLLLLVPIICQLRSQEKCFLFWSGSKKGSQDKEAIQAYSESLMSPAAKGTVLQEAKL
AddAB inh = less growth of phage-infected E. coli with AddAB | E. coli expressing H. pylori AddAB, absorbance growth | hit rate 0.29% among 330,000 | inhibition, % at 11.9 µM; in the data active means inhibition above about 12%;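 further: 0% = vehicle wells of infected cells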
Tat export inh = inhibitors of E. coli Tat protein transport. E. coli MC4100 TorA-mCherry Tat export, fluorescence. inhibition, % at 10 µM. hit rate 0.036% among 340,000. AID 488895;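 active means mean replicate inhibition at least 50% and at least half of replicates individually reaching 50%; inconclusive means only one of the two criteria met; inactive means neither criterion met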;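 further: exported cargo escapes ClpAP degradation while cytoplasmic cargo is degraded and loses fluorescence; 0% = median of neutral control wells and 100% = median of NaSCN control wells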
Wnt bcat act = Wnt/beta-catenin pathway activation; Wnt/beta-catenin reporter cell assay, activator, plate reader; activation, % at 9.35 µM; hit rate 1.2% among 300,000; AID 743398; in the data active means activation above about 30%, passing the limit was not always enough; inconclusive means no clear call, values can overlap the other calls;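 further: 0% = neutral control wells and 100% = positive control wells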
phage Ecoli inh = E. coli growth loss with phage present; growth absorbance; inhibition, % at 11.9 µM; hit rate 0.26% among 360,000; AID 651602; in the data active means inhibition above about 11%
MITF TRPM1 HTS = increases MITF-driven TRPM1 promoter luciferase signal | SK-MEL-5 TRPM1-promoter luciferase, 24 h; % of positive control, neutral wells = 0 | activation, % at 12.5 µM | hit rate 0.75% among 300,000;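 active means mean activation of at least 80% with every replicate also reaching 80%; inconclusive means mean reaches 80% but some replicate falls short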;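 further: 0% = neutral control wells and 100% = parthenolide positive control wells; values of inactives mirror those of a sister screen read the other way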
E coli growth = reduces bacterial viability in AddAB counter-screen | inhibition, % at 11.9 µM | AID 449728 | E. coli V3065 growth, OD600 absorbance, 18 h | hit rate 0.27% among 330,000;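 active means inhibition above the campaign's mean inhibition across all tested compounds plus 3 SD, cut at about 9.9% in these data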;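 further: uninfected addAB+ strain grown without phage in ampicillin broth; 0% = DMSO wells and 100% = ciprofloxacin 0.95 µg/ml wells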
SR-BI uptake up = SR-BI HDL lipid transfer activation | CHO ldlA[mSR-BI] cells, DiI-HDL uptake fluorescence, 3 h; 100 = double the neutral-control signal | activation, % at 12.5 µM | hit rate 0.096% among 320,000;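 active means mean replicate activation of at least 60% and every replicate at or above 60%; inconclusive means mean or all-replicate condition met, but not both; inactive means mean below 60% and not all replicates reaching 60%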;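 further: 0% = median plate neutral-control signal and 100% = twice that signal; values of inactives mirror those of a sister screen read the other way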
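Test system: SR-BI-overexpressing, LDLR-lacking CHO cells; Medium: Ham's F12 with 0.5% BSA, HEPES 25 mM, pH 7.4; Schedule: 3 h, 37 °C; Technique: bottom-read fluorescence, 550/595 nm.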
* hit, by the source's call; ? = inconclusive; . = no result given.

SMILES,CAL PDZ FP-1,CAL PDZ FP-2,SR-BI HDL uptake,AddAB inh,Tat export inh,Wnt bcat act,phage Ecoli inh,MITF TRPM1 HTS,E coli growth,SR-BI uptake up
O=C(O)CNS(=O)(=O)c1ccc(C2CCCCC2)cc1,-3,0.2,-9,4.9,-1,0,3.1,3,-1.2,9
CCCNC(=O)Nc1ccccc1C(=O)Nc1ccc(OC)cc1,-2,-0.7,5,1.7,-7,0,2.9,-2,-1.9,-5
COc1ccc(N2CCN(C(=O)c3ccc4c(=O)n5c(nc4c3)CCCCC5)CC2)cc1,-4,-0.6,-1,1.5,-11,-1,0.5,.,1.5,1
COc1ccc2nc(NC(=O)CSc3nnc(C)s3)sc2c1,.,-1.2,-6,1.7,-1,.,3.6,39,-2.0,6
Cn1cnnc1SCc1nnc(-c2ccccc2Br)o1,-3,-1.5,-10,1.7,-9,0,2.0,5,-0.4,10
COC(=O)c1cc(S(=O)(=O)Nc2cccc(-c3cnco3)c2)oc1C,-6,-1.6,3,0.0,-3,.,.,-13,0.1,-3
Cn1c(Cc2ccccc2)nnc1SCC(=O)N1CCN(c2ccccc2)CC1,-2,-4.5,1,0.1,3,.,2.3,1,-0.6,-1
Cc1nc(-c2ccc(S(=O)(=O)Nc3cc(F)ccc3F)cc2)co1,0,-1.9,.,1.8,-6,-2,-0.4,6,0.4,.
O=C(Nc1ccc(-c2nc3ccccc3[nH]2)cc1)c1ccccc1NS(=O)(=O)c1ccc(F)cc1,-2,-2.6,-17,-2.4,-12,.,-0.4,5,-3.2,17
Cc1nc(-c2cccc(S(=O)(=O)N3CCCC(C)C3)c2)cs1 (centres undefined),1,0.2,1,4.3,2,.,4.5,6,0.5,-1
O=C(O)CNc1ccc(S(=O)(=O)C(F)(F)F)cc1[N+](=O)[O-],1,1.5,4,-2.5,2,0,1.2,5,-1.5,-4
COc1ccc(/C=C/C(=O)NCC(=O)N/N=C(/CCC(=O)O)c2ccccc2)cc1,32*,-0.7,11,-0.6,2,-1,1.3,9,-0.4,-11
COc1ccc(CCNC(=O)CSc2nnc(-c3ccc(F)cc3)o2)cc1OC,8,-3.0,10,1.4,-1,-1,0.5,-16,-2.9,-10
Cc1cc(NC(=O)COC(=O)c2ccccc2Cl)no1,1,-0.1,-2,1.7,-5,3,5.2,25,1.7,2
N#Cc1c(-c2ccc([N+](=O)[O-])cc2)nc2n(c1=O)CCS2,-1,-1.3,-19,-0.2,-2,0,-2.6,9,0.2,19
COc1ccc(-c2ccccc2)cc1NCc1ccc(OC)c(OC)c1,-5,-1.1,-56,3.8,19,2,2.5,1,0.2,56
COc1ccc2c(c1)C(=O)C(=O)N2CC1COc2ccccc2O1 (centres undefined),-2,-0.8,0,-2.7,-5,-2,0.2,-3,-0.3,0
Cc1ccc(/C=C2\SC(=S)N(CCCC(=O)NNC(=O)c3ccccc3O)C2=O)cc1,4,-0.8,.,1.7,-4,-6,1.3,-92,-0.8,.
CCc1ccc(/C=C/C(=O)c2cc(Br)ccc(=O)c2O)cc1,-1,-0.3,7,3.0,-5,.,14*,-42,2.9,-7
CCN(CC)S(=O)(=O)c1ccc(N2CCN(c3ccccc3OC)CC2)c(N)c1,-3,-0.9,1,4.2,0,-5,3.6,9,0.6,-1
Cc1cc(NC(=O)c2c(Br)c(C)nn2C)no1,83*,-0.3,-4,0.9,0,-3,1.7,10,-1.2,4
CC(C)c1nnc(NC(=O)C2CCN(c3nc4ccccc4s3)CC2)s1,.,-0.7,-15,1.2,-6,.,1.3,-4,-1.2,15
Cc1cccc(C)c1OCCSc1n[nH]c(N)n1,-2,-1.0,-9,0.7,1,.,1.0,0,0.4,9
COc1ccc(-n2c(SCC(=O)Nc3cc(C)on3)nc3ccccc3c2=O)cc1Cl,-1,-1.4,22,1.8,1,-1,2.9,-3,-1.7,-22
O=CN1N=C(c2ccccc2)CC1c1ccc(Cl)cc1 (centres undefined),-5,-7.3,29,1.4,-2,-4,2.0,0,0.8,-29
CCOC(=O)C1CCCN(Cc2ccccc2OCC)C1 (centres undefined),-2,-0.3,-5,1.3,8,.,-0.5,-3,0.7,5
Cc1ccc(-n2nnnc2SCc2ccc(C(=O)O)cc2)cc1C,-3,-1.3,-2,-0.8,11,2,-0.2,9,-3.9,2
CCOC(=O)Cn1ccc(NC(=O)c2ccc3c(c2)OCO3)n1,-1,-1.9,-23,2.4,-1,1,3.5,13,-2.5,23
COc1cc(/C=C2/SC(N)=NC2=O)ccc1Oc1ccc([N+](=O)[O-])cc1[N+](=O)[O-],0,-1.0,-7,-1.2,10,-6,1.8,-6,-1.4,7
COc1ccc(Oc2c(C)oc3cc(OC(=O)N4CCOCC4)ccc3c2=O)cc1,.,-1.4,1,0.2,5,.,0.4,7,-0.2,-1
O=C(CN1CCN(S(=O)(=O)c2ccc(Br)cc2)CC1)N/N=C/c1ccco1,-1,-2.5,27,2.3,4,.,1.8,3,-0.2,-27
Cn1ncc2c(O/N=C(\N)c3ccc(C(F)(F)F)cc3)ncnc21,-7,-2.3,17,3.6,6,-3,3.5,-8,2.3,-17
Cc1ccsc1C(=O)N1CCc2ccccc2C1,-5,-2.8,2,0.9,-3,7,3.0,32,0.1,-2
CC(C)NC(=O)CN1CCN(Cc2nc(-c3cccs3)no2)CC1,7,-0.2,-28,-2.8,3,1,0.5,-2,-0.1,28
Cc1ccc(C(=O)NC(=C(Cl)Cl)S(=O)(=O)c2ccc(C)cc2)cc1,-3,-0.8,5,3.0,5,.,2.5,3,1.8,-5
O=C(c1ccc(F)c(S(=O)(=O)N2CCOCC2)c1)N1CCN(c2ccc(F)cc2)CC1,-3,0.1,-5,0.4,5,0,1.8,-1,1.8,5
CCNC(=O)CN(c1ccc(F)cc1)S(=O)(=O)c1ccc2c(c1)OCCO2,4,-0.1,.,2.9,18,-2,1.2,.,-0.8,.
CCc1ccccc1NC(=O)CCS(=O)(=O)c1ccc(OC)cc1,-2,-0.2,-13,-3.5,-8,2,0.2,-10,-4.1,13
CC(C)(C)NC(=O)COc1ccc(CNCc2ccccn2)cc1,3,-0.6,.,6.0,-3,-2,-0.3,-9,0.5,.
O=C(CN(Cc1ccccc1)C1=NCCS1)c1ccccc1,-6,-0.6,-33,3.4,3,1,3.5,-1,0.0,33
Cc1ccccc1N(C(=O)c1snc(C(N)=O)c1N)C(C(=O)NC1CCCCC1)c1ccc(O)cc1 (centres undefined),-4,0.6,.,4.6,0,-15,1.0,2,-0.4,.
CCOC(=O)CC1C(=O)NCCN1C(=O)c1ccc(Cl)c(Cl)c1 (centres undefined),-11,-0.5,5,0.8,1,-2,3.7,3,-3.4,-5
Cn1c(NC(=O)c2ccccc2C(F)(F)F)cc(=O)n(C)c1=O,.,-1.0,.,3.7,-4,3,1.4,-5,1.2,.
CCc1ccccc1NC(=O)CN(C)S(=O)(=O)c1ccc(-c2ccc(=O)[nH]n2)s1,-9,-0.1,-8,3.1,-1,-2,1.2,1,-0.9,8
NC(=O)c1ccsc1NC(=O)c1ccc([N+](=O)[O-])o1,-4,0.7,-12,96*,-10,9,21*,-66,88*,12
COc1ccc(N2CCN(C(c3ccccc3)c3sc4nc(C)nn4c3O)CC2)cc1 (centres undefined),.,-0.2,-7,-0.2,-1,2,0.1,.,-0.8,7
C[C@]12c3[nH]c4ccccc4c3CCN1C(=O)C(CC(=O)NCCN1CCOCC1)C[C@@H]2C(=O)N1CCOCC1 (some centres undefined),-5,0.0,-15,0.8,-1,-1,1.6,1,2.3,15
C[C@@H]1CCC(=O)N(C[C@@H](C)CC#N)CC1,-3,-0.4,-16,-0.5,-4,0,2.2,8,0.1,16
COC(=O)c1sc2cc(C(F)(F)F)cnc2c1-c1ccccc1,1,-2.0,5,1.5,4,0,2.8,13,-0.7,-5
Clc1ccccc1N=C1SCCS1,.,.,.,5.0,.,-3,3.0,.,3.0,.
O=S(=O)(Cc1ccccc1Cl)N1CCCCC1,0,-1.8,-11,1.3,-2,.,3.2,7,-1.6,11
O=C(NC12CC3CC(CC(C3)C1)C2)c1ccc(-c2ccc(Cl)cc2)o1,2,-0.5,36,1.0,-1,-2,4.2,49,3.8,-36
CC(=O)Nc1ccc(S(=O)(=O)N(C)c2ccc(OCC(=O)OCC(=O)Nc3ccc(OC(F)F)cc3)cc2)cc1,-8,-4.4,-14,0.5,3,0,0.0,8,1.0,14
O=C(NC1(C(F)(F)F)N=C(c2ccccc2)NC1=O)c1ccccc1 (centres undefined),-2,0.1,-4,2.9,-1,.,5.4,1,0.3,4
Cc1cc(C)cc(C(=O)NC2CC(C)(C)NC(C)(C)C2)c1,2,0.5,-39,-0.4,3,-1,-2.0,-7,0.1,39
COc1ccc(-c2nc(N)n(C(=O)c3ccc(C)cc3)n2)cc1,-1,-1.9,-20,2.4,-8,1,3.5,4,0.5,20
N/C(=N\OC(=O)COc1ccccc1)c1cccnc1,-7,-2.7,.,1.0,-7,29,1.5,104*,0.3,.
CCCCN(NC(C)=O)c1nc(Cl)nc(NC(C)C)n1,0,-2.2,-22,4.5,-3,-2,2.3,1,1.9,22
C=CCc1cc(OC)ccc1OCCON1C(=O)CCC1=O,-3,-1.0,-3,0.0,5,.,1.1,-8,0.2,3
C=CCn1c(C)cc(C(=O)COC(=O)c2ccc3c(c2)NC(=O)CS3)c1C,-2,-0.4,32,0.9,-1,-3,5.8,15,1.0,-32

The listing continues.
SMILES,CAL PDZ FP-1,CAL PDZ FP-2,SR-BI HDL uptake,AddAB inh,Tat export inh,Wnt bcat act,phage Ecoli inh,MITF TRPM1 HTS,E coli growth,SR-BI uptake up
Cc1ccc(C2=NN(C3=NN=C(N)Cc4ncnn43)C(O)(C(F)(F)F)C2)cc1 (centres undefined),3,-1.8,-19,2.6,1,0,3.1,-10,-1.3,19
Cc1ccc(OCCNC(=O)C(C)SCC(=O)Nc2ccc(F)cc2)cc1 (centres undefined),-4,-0.7,-4,-0.3,-8,-20,5.5,-4,-1.1,4
CC(C)Oc1snc(Cl)c1C(N)=O,-4,0.7,12,3.2,-1,.,2.9,0,0.1,-12
CN(C)c1ccc(C(=O)C(O)c2ccc(C(C)(C)C)cc2)cc1 (centres undefined),-4,-3.1,-3,1.9,?,-3,1.9,-6,-1.1,3
